Source: PubChem BioAssay
MEX-5 binding – C. elegans MEX-5 TCR-2 RNA binding activity; MEX-5/FITC-TCR2 RNA binding, fluorescence polarization; active compounds read low; activity score (negative = inhibition of binding), % at 10 µM; hit rate 0.38% among 300,000; Q9XUB2;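 active = inhibition past about -25% in most replicates, and total fluorescence under double the plate's negative control median, limit read from the data; inconclusive = replicates evenly split on the limit, or fluorescence at least double controls; inactive = too little inhibition in most replicates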;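 also: 0% = DMSO and -100% = 5 µM competing unlabeled TCR2 RNA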
Fam108B inh – Fam108B inhibition, counter-screen for RBBP9 inhibitors | hit rate 0.33% among 300,000 | recombinant Fam108B, FP-Rh probe fluorescence polarization | inhibition, % at 9.51 µM;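 active = inhibition above the screen mean inhibition plus 3 SD, computed separately per campaign, cut at about 18% in these data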;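 also: inhibitors lower polarization as less probe binds the enzyme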
BCLXL inh – Bcl-xL (human) inhibition; Q07817; GST-Bcl-xL / FITC-Bim BH3 peptide fluorescence polarization; inhibition, % at 10.9 µM; hit rate 0.7% among 320,000;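 active = inhibition above the mean of all tested compounds plus 3 SD, cutoff set per campaign, cut at about 30% in these data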;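 also: 0% = DMSO wells and 100% = unlabeled Bim-BH3 peptide competitor; inhibitors lower millipolarization by displacing the labeled peptide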
Target sequence (Q07817 whole entry, looked up): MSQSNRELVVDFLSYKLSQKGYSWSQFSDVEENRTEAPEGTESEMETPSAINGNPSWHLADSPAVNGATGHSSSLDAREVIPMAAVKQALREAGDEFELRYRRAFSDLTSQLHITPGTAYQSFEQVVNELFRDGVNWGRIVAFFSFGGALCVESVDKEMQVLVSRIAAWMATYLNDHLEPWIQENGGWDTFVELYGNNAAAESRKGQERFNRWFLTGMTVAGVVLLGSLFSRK
PME-1 inh – blocks human protein phosphatase methylesterase 1; Q9Y570; recombinant PME-1, FP-Rh probe fluorescence polarization; inhibition, % at 5.9 µM; hit rate 0.53% among 320,000;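 active = inhibition above the campaign mean of all compounds plus 3 SD, cut at about 26% in these data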;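 also: competitive labeling of PME-1 active site by serine hydrolase directed probe; 0% = PME-1 with DMSO and 100% = wells lacking PME-1 enzyme; inhibitors block probe labeling so polarization falls and inhibition rises; many of its hits are not listed in these tables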
Efflux pump mplx – antifungal efflux pump inhibition, Nile Red retention; S. cerevisiae Candida pump triplex; inhibition, % at 10 µM; hit rate 0.44% among 330,000;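 active = plate passing quality check with inhibition over a set limit, or well fluorescence over plate mean plus 4 SD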;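 also: Nile Red retained in pooled yeast measured as flow cytometry median fluorescence; 0% = buffer negative control and 100% = Enniatin B positive control; higher means more Nile Red kept so more efflux inhibition; some compounds called inactive have numbers as strong as hits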
MCL1 BIM primary – MCL1-BIM-BH3 interaction inhibition (human). inhibition, % at 10.9 µM. Q07820. hit rate 0.68% among 320,000. GST-MCL1 / FITC-Bim-BH3 fluorescence polarization;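 active = inhibition above the mean inhibition of all tested compounds plus 3 SD, set per campaign, cut at about 40% in these data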;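 also: 0% = DMSO wells and 100% = unlabeled Bim-BH3 peptide control; higher means more loss of mP so more displacement of Bim peptide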
Target sequence (Q07820 whole entry, looked up): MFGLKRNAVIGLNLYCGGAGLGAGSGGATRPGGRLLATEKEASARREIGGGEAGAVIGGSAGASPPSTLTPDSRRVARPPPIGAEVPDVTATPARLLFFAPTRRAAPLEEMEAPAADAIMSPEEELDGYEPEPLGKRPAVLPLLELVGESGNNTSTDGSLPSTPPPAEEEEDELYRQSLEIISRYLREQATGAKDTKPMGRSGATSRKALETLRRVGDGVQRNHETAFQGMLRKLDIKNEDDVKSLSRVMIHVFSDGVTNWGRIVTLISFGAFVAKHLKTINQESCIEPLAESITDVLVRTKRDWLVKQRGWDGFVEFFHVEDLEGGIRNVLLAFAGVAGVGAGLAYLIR
VLA-4 inh – inhibition in a human VLA-4 binding assay; hit rate 0.2% among 330,000; VLA-4 expressing cells, ligand binding flow cytometry; AID 2557; P13612; inhibition, % (about 7 µM as worked out from the volumes in the protocol); in the data active = inhibition above about 50%
GRK2 inh – human GRK2 inhibition via aptamer displacement; inhibition of aptamer binding, % at 10 µM; hit rate 0.59% among 330,000; bead flow cytometry, FAM-aptamer displacement from GRK2;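 active = inhibition of aptamer binding above 40%, roughly 3 SD of noise, on plates passing a quality check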;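 also: median bead fluorescence of bound FAM aptamer so fluorescent compounds give negative values; no value below 0 was filed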
GLD-1 RNA inh – GLD-1-TGE RNA interaction inhibition (C. elegans); Q17339; purified GLD-1 + fluorescein TGE RNA, fluorescence polarization; inhibition, % at 5.96 µM; hit rate 0.44% among 320,000; AID 2280;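 active = percent inhibition above a per-plate cutoff, the plate mean of test compounds plus 3 SD, cut at about 30% in these data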;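 also: 0% = DMSO wells with GLD-1 and probe and 100% = wells lacking GLD-1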
Target sequence (Q17339 whole entry, looked up): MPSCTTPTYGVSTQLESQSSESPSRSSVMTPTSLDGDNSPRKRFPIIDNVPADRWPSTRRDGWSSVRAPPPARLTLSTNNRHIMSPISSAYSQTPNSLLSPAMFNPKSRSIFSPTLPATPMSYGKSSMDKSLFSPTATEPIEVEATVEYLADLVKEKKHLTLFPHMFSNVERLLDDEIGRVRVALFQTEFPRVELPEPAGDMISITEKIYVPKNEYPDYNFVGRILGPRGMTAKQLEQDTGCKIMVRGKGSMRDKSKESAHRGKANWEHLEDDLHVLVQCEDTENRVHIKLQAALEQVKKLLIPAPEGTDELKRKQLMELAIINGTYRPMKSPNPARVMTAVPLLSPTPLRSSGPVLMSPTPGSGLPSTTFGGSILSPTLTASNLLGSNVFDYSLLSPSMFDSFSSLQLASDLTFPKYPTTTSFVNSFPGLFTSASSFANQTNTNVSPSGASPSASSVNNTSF
Starred values were filed as active, the others as inactive; ? = inconclusive; . = not tested or not shown.

canonical_smiles	MEX-5 binding	Fam108B inh	BCLXL inh	PME-1 inh	Efflux pump mplx	MCL1 BIM primary	VLA-4 inh	GRK2 inh	GLD-1 RNA inh
CCCC(=O)Nc1ccc(Cl)c(NC(=S)NC(=O)c2cc3ccccc3o2)c1	-2.2	0	-1	0	-0.3	-1	12	0	-3
COc1cc(CCC(=O)NNC(=O)c2ccc(C)cc2)cc(OC)c1OC	-1.4	-2	5	-6	-0.2	3	7	0	4
CCCCCNC(=O)C1CCC(Cn2c(=S)[nH]c3ccccc3c2=O)CC1 (stereo unspecified)	-1.3	-10	-6	-5	0.3	-9	-1	7	1
Cc1ccc(-n2c(-c3cnccn3)n[nH]c2=S)cc1	0.0	-2	-18	-2	-0.1	-16	3	3	5
CN(N)c1nc(-c2ccccc2)cc(-c2ccccc2)n1	-2.2	0	1	1	0.9	9	3	0	-2
Cc1ccsc1C(=O)NCC(C)(C)N1CCOCC1	.	.	6	-3	0.1	6	3	4	3
COC(=O)c1c(C)[nH]c(C(=O)/C=C/c2ccc(Cl)cc2)c1C	1.4	-18	-1	-41	-1.7	-7	4	0	-3
CNc1nc2ccccc2n1CC(=O)c1ccccc1	-0.2	.	.	.	0.0	.	4	0	.
O=C(O)C1=C[C@H](C2CC2)C[C@H](OCCCCO)O1	0.9	1	6	-6	-0.2	7	16	13	0
CCC1(C)Cc2c(sc3nc4n(c(=O)c23)CCCS4)CO1 (stereo unspecified)	-1.7	4	5	4	-0.1	2	-9	0	0
CN1c2ccccc2N(C)C1(C)c1ccccc1	-7.0	0	69*	-4	-0.2	65*	-47	5	48*
COc1cc([N+](=O)[O-])cc(/C=N/NC(=O)C(C)Nc2ccccc2C)c1O (stereo unspecified)	-3.9	7	-3	9	0.2	5	2	7	1
CCOc1ccc2nc(N3C(=O)/C(=C/c4ccccc4)NC3=S)sc2c1	-0.6	20*	-10	23	-0.2	-27	-22	0	-9
C=CCNC(=O)COC(=O)c1cccnc1Nc1ccccc1F	1.9	3	0	3	0.2	1	21	1	6
O=C(c1ccc(Br)cc1)c1cc2ccc(O)cc2oc1=O	-2.0	1	-6	2	0.1	-4	6	0	0
CC(C)(C)c1ccc(C(=O)N/N=C/c2ccc(OCCCF)cc2)cc1	-0.5	-1	3	0	0.0	2	2	0	-1
COc1ccc(C2/C(=C(/O)c3ccc(C)cc3)C(=O)C(=O)N2c2ccccn2)cc1OC (stereo unspecified)	0.1	-4	1	-6	0.1	-5	6	1	4
CCN(Cc1ccccc1)C(=O)c1ccccc1C	2.6	-3	0	-6	-0.3	0	5	0	4
O=C(Cc1ccc(Cl)cc1)NCCc1c[nH]c2ccccc12	2.0	3	4	3	0.0	-5	8	1	3
COCCn1c(=NC(=O)c2ccc(S(=O)(=O)N3CCCc4ccccc43)cc2)sc2cc(S(C)(=O)=O)ccc21	2.2	-15	4	2	-0.2	2	10	0	32*
O=c1c2c(-c3ccccc3)csc2ncn1/N=C/c1cccc([N+](=O)[O-])c1O	1.5	3	6	1	0.0	13	-6	3	-2
O=C(/N=C1\NC(=O)C(F)(C(F)(F)F)S1)NC1CCCCC1 (stereo unspecified)	4.2	-3	-3	-4	0.0	-7	-20	3	-18
COC(=O)c1c(NC(=O)CSc2nnnn2-c2ccccc2)sc2c1CCC(C)C2 (stereo unspecified)	4.5	-7	1	-8	0.2	6	14	10	-6
O=c1c2cc(NC(=S)NC3CCCC3)ccc2nc2n1CCCCC2	-0.4	3	-1	10	-0.1	-3	10	3	10
Cc1ccsc1/C=N/NC(=O)CC(=O)NCC(C)C	0.7	1	-4	2	0.2	-5	5	0	-3
Cc1nnc(NC(=O)c2ccc(Br)cc2)s1	1.6	-1	6	-1	0.0	-6	33	1	-1
CC(C)Oc1ccc(CSC(=N)N)cc1	0.7	2	4	2	0.0	4	12	1	-4
Cc1ccnc(NC(=O)c2ccc(S(=O)(=O)NCc3ccco3)cc2)c1	0.4	0	2	2	0.0	0	4	0	1
COc1ccc(CNC(=O)c2cccc(NC(=O)CC3SC(N4CCCCC4)=NC3=O)c2)cc1 (stereo unspecified)	.	.	.	.	-0.1	.	2	3	4
C[C@@H](CN=[N+]=[N-])CN1CC[C@H](NC(=O)OCc2ccccc2)CCC1=O	-3.0	0	5	0	-0.1	2	25	0	7
CC(C)(C)c1ccccc1NC(=S)NC1CCCC1	0.0	-3	1	2	-0.1	7	-15	0	4
COC(=O)c1ccc(C2c3[nH]c4ccccc4c3C[C@H]3C(=O)N(C4CCN(Cc5ccccc5)CC4)CC(=O)N23)cc1 (stereo partly specified)	3.8	-3	-1	4	-0.3	-2	7	0	-3
CCOC(=O)c1ccccc1N/C=C/C(=O)c1cccs1	1.0	4	1	-1	0.4	-7	-6	3	3
CCOc1ccc(CC(=O)NC2CCN(Cc3ccccc3)CC2)cc1	-0.5	-2	-2	-10	-0.1	8	-8	0	-2
CC(=O)c1ccc(N(CC(=O)NC2CCCC2)C(=O)CCC(=O)Nc2cc(C)on2)cc1	-0.1	-2	2	-3	0.1	4	8	0	-5
CCOc1ccccc1CN1CCN(CC2=Cc3cc(OC)ccc3OC2)CC1CCO (stereo unspecified)	0.2	-2	5	-3	0.0	1	23	0	3
Cc1cccc(N2CCN(Cc3nc(CC4CC4)no3)CC2)n1	1.5	3	0	4	0.0	-5	2	0	2
CCc1ccccc1NC(=O)CCc1nc(-c2cccs2)no1	2.3	-2	-2	1	-0.1	-7	7	0	-11
Cc1ccnn1CC(=O)N/N=C/c1ccco1	-1.9	0	1	-4	0.2	-2	12	4	-3
O=C(COC(=O)c1ccc2ccccc2n1)c1ccc(F)cc1	0.6	-3	2	1	0.2	9	30	2	-5
Cc1ccc(-n2c(SCc3ccc(C(=O)O)cc3)nnc2-c2ccncc2)cc1	0.5	2	1	-2	0.1	-3	25	3	-1
CCOC(=O)C1CCN(C(=S)Nc2ccc(Cl)cc2C)CC1	-0.1	2	4	2	0.1	11	40	1	1
N#CNc1nc(O)cc(=O)[nH]1	-2.4	-1	7	1	-0.4	5	4	0	-1
CCCOc1ccc2[nH]cc(C(=O)O)c(=O)c2c1	0.2	-2	0	-2	0.0	3	1	1	5
O=C(Nc1cccc(S(=O)(=O)NCc2ccco2)c1)c1cc(-c2ccccc2)nc2ccccc12	-1.1	-38	2	-62	0.1	-3	-9	3	-2
Cc1cc(C)c2c(=O)[nH]c(SCC(=O)Nc3ccc(N(C)C)cc3)nc2n1	-2.6	1	6	-3	-0.1	6	11	0	0
CCc1ccc(C2=C/C(=C/c3cccnc3)C(=O)O2)cc1	-1.7	-4	1	-66	0.1	-4	12	0	-6
CC1=NN(c2ccc(S(=O)(=O)O)cc2Cl)C(=O)C1	4.0	1	2	-5	0.1	0	7	1	3
O=C1CCC/C(=N\NC(=O)c2ccc(NS(=O)(=O)c3ccc(Br)cc3)cc2)C1	0.0	3	9	-5	0.0	2	23	3	12
Cc1nc2cc(NCc3ccc(Cl)cc3)ccc2n1C	0.7	-2	0	7	-0.1	8	6	0	1

The list continues:
canonical_smiles	MEX-5 binding	Fam108B inh	BCLXL inh	PME-1 inh	Efflux pump mplx	MCL1 BIM primary	VLA-4 inh	GRK2 inh	GLD-1 RNA inh
COc1ccc(C(=O)Oc2cc(/C=N/NC(N)=S)ccc2OC)cc1	-0.3	0	0	1	0.1	2	-6	0	0
COc1ccc(OC)c(NC(=O)c2sc3nc(Cc4ccccc4)cc(C(F)(F)F)c3c2N)c1	?	1	-3	-7	0.1	-2	0	0	3
O=c1c2cc(NC(=S)N3CCCCCC3)ccc2nc2n1CCCCC2	-2.2	2	2	-13	0.1	-6	-1	0	-6
Cc1cc(Cl)ccc1NC(=O)C1CCCN1C(=O)c1cccs1 (stereo unspecified)	2.4	-6	-14	-3	0.2	-19	14	0	-1
CCOC(=O)n1c(SCC(N)=O)nc2ccccc21	0.1	4	4	4	0.1	-5	4	4	0
CC(C)c1ccc(/C=C2\SC(=S)N(CCC(=O)NCCCn3ccnc3)C2=O)cc1	1.2	-1	7	6	0.9	-4	15	2	-6
O=c1c2ccc(Cl)cc2[nH]c(=S)n1CCC1=CCCCC1	1.0	-1	2	-6	0.1	-2	15	4	8
COc1cccc(CNC(=O)c2cc(C)nc3ccccc23)c1	-0.7	0	5	-1	0.0	0	-2	1	2
Cc1c(C(=O)N2CC(C)OC(C)C2)[nH]c2ccc(Br)cc12 (stereo unspecified)	2.5	.	.	.	-0.1	.	12	0	.
O=C(CNc1cc(S(=O)(=O)N2CCOCC2)ccc1N1CCOCC1)Nc1cccc(C(F)(F)F)c1	.	.	.	.	-0.2	.	3	0	2
CN=C(C)/C(C(=O)OC)=C(/O)c1ccccc1F	-1.0	-6	-1	-6	0.2	-7	-2	0	3
CSc1ccc(/C=C(\C#N)C(=O)NC2CCCCC2)cc1	0.2	-4	-10	1	1.3	-24	23	0	-8
COc1ccccc1NC(=S)N1CCN(c2ccccn2)CC1	2.9	-4	-3	-7	0.6	2	-15	0	1
CCN1CCN(C(=O)c2nn(-c3ccc(C)cc3)c(=O)c3c2c2ccccc2n3C)CC1	-0.7	1	-4	3	0.2	-4	9	0	-5
CC(=O)NCCN1C(=O)S/C(=C\c2cccs2)C1=O	-0.3	0	-2	1	0.0	0	12	79*	-2
N/C(=N\OC(=O)c1ccc(Cl)cc1Cl)c1ccccn1	1.8	-1	0	4	0.1	-8	5	0	0
CCN(CC)C(=O)CN(c1cc(Cl)ccc1OC)S(C)(=O)=O	2.0	4	3	2	-0.1	2	9	1	3
OCCC1CN(Cc2cc3ccccc3o2)CCN1Cc1ccc(F)cc1 (stereo unspecified)	1.7	1	2	4	-0.1	15	2	0	4
CN(C)c1ccc(C(=O)Nc2nnc(C3=COCCO3)o2)cc1	-3.9	3	4	-5	0.0	7	-49	0	2
N#C/C(=C\c1ccc(-c2ccc(S(=O)(=O)N3CCOCC3)cc2)o1)C(=O)NC1CC1	.	-3	10	6	0.1	-5	9	0	5
Cn1ccnc1SCC(=O)Nc1ccc(Br)cc1C(F)(F)F	-0.9	1	2	5	-1.3	6	-4	0	6
COc1ccc2nc(/N=C/c3cccc(OC)c3O)sc2c1	-0.4	4	8	-2	-0.2	2	0	2	-2
COC(=O)c1cc2ccsc2n1Cc1nc(-c2ccc(OC)cc2)oc1C	1.8	-2	4	-3	-0.1	8	-2	0	-2
C=CCn1c(=O)c2ccc(C(=O)NCc3ccccc3)cc2n(Cc2ccc(Cl)cc2)c1=O	-1.0	-1	-2	-3	-0.1	3	10	4	3
COc1ccccc1NC(=O)NCc1nc(-c2ccc(C(F)(F)F)cc2)no1	0.8	1	4	2	-0.1	3	-14	0	10
CSc1ncc(C(=O)Nc2cccc(Cl)c2)c(C)n1	-3.4	.	.	.	-0.1	.	-22	3	.
CNc1ccc(Br)cc(C(=O)/C=C/c2ccc(OC)cc2)c1=O	-5.3	10	-7	13	-0.2	-42	-23	3	11
Cc1cc([N+](=O)[O-])cc(C)c1OCC(=O)N/N=C/c1ccc(OC(=O)c2ccccc2)cc1	0.9	-1	-2	3	-0.1	-7	-3	4	8
Cc1ncsc1C(=O)Nc1nc2c(s1)CCCC2	0.8	4	-2	0	0.2	-1	8	0	-18

This is a subset; rates above refer to the full screens.
